Screens from PubChem BioAssay.
Nrf2 ARE act: Nrf2 pathway activation | 0.31% of 410,000 active | AREc32 ARE-luciferase reporter (MCF7-derived line), luminescence, 24 h | Potency, µM (doses to about 46.1 µM), without a hit: top-dose activation, usual class: activators; also: potency is read from the fitted curve at half-maximal effect; % of control where 0% means no effect; nearly all actives have a fitted effect of over 65% in size
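Reporter line AREc32 (ARE-Fluc), seeded overnight in OPTI-MEM with 5% FBS; compound pin-transferred, 24 hr at 37 deg C, 5% CO2; luminescent read-out.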
Nrf2 inh: inhibitors of Nrf2 signaling | 2.1% of 360,000 active | Potency, µM (highest dose often 46 µM), for inactives: at the highest dose activity change, negative = inhibition, usual class: inhibitors | AID 504444 | A549 ARE-Fluc reporter, luciferase luminescence, 18-24 h; also: potency is read from the fitted curve at half-maximal effect; % is scaled to controls: 0 for no effect and ±100 for the full control effect; nearly all actives have a fitted effect of over 60% in size
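Reporter: ARE-Fluc in A549. Exposure: 18-24 h, 37 °C, 5% CO2, 5% FBS OPTI-MEM. Readouts: fluorescent cytotoxicity (CellTiter-Fluor), then luminescent Nrf2 signal after BugLite.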
CCT modulator: modulators of cytosolic chaperonin (CCT/TRiC) activity; 0.3% of 360,000 active; purified chaperonin ATPase assay, HTRF ADP detection, 30 min; activity change, % (test concentration not listed), hits read low; in the data active = activity change below about -30%; also: % is scaled to controls: 0 for no effect and ±100 for the full control effect
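Nucleotide hydrolysis assay: TRiC at 20–40 nM final (set by batch activity) with 10 uM ATP, 30 min at 37 °C, in presence of 76 uM compound. Detection by competitive ADP HTRF, 30 min ambient.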
A549 viability: counter-screen for Nrf2 inhibitors: cytotoxicity in A549 cells; A549 ARE-Fluc cells, CellTiter-Fluor viability, 18-24 h; Potency, µM (top dose mostly 46 µM), without a hit: at the top dose activity change, negative = cytotoxicity, most hits filed as inhibitors; 0.16% of 390,000 active; AID 504648; also: potency is read from the fitted curve at half-maximal effect; % is scaled to controls: 0 for no effect and ±100 for the full control effect
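A549 ARE_Fluc cells in 5% FBS OPTI-MEM were exposed to compounds in concentration-response for 18-24 h at 37 deg C. Viability was read by CellTiter-Fluor fluorescence (Ex 405/Em 525) after 30 min, before the luciferase read.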
HepG2 tox: counter-screen for TGF-b inhibitors: cytotoxicity in HepG2 cells; HepG2 CAGA-GFP viability, ATP luminescence, 18 h; Potency, µM (highest dose often 46.1 µM), without a hit: at the top dose activity change, negative = cytotoxicity, hits mostly cytotoxic; 0.76% of 410,000 active; AID 588856; also: potency is read from the fitted curve at half-maximal effect; some results filed as inactive show a strong effect at the top dose
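CellTiter-Glo luminescence gave cytotoxicity after 18 hours at 37 degrees C. The cells were HepG2 CAGA-GFP in 1% FBS DMEM, stimulated with 500 pg/mL TGF-beta after compound addition. %Activity was normalised to no-cell wells (complete cell-killing) and DMSO (no toxicity), and curves were fitted and classified.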
Mm-Cpn inhibitor: blocks the Methanococcus maripaludis chaperonin Mm-Cpn; purified Mm-Cpn ATPase, ADP Transcreener TR-FRET; Potency, µM (titrated, usually from 76.9 µM), inactives show at the top dose activity, negative = inhibition, usual class: inhibitors; 0.031% of 330,000 active; also: potency is read from the fitted curve at half-maximal effect; % is scaled to controls: 0 for no effect and ±100 for the full control effect; nearly all actives have a fitted effect of over 80% in size
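Quantitative HTS used 25 nM Mm-CPN and 10 uM ATP in magnesium/KCl Tris buffer, pH 7.4, with 1 mM DTT. Hydrolysis ran 30 min at 37°C; ADP was read by HTRF.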
pAkt inh: inhibitors of Akt phosphorylation. 0.32% of 360,000 active. Neuro2A IGF-stimulated pAkt S473 HTRF, 20 min; stronger effect = lower value. activity change, % for hits at 50 µM; in the data active = activity change below about -80%; inconclusive = mostly about -51% to -80%; also: % is scaled to controls: 0 for no effect and ±100 for the full control effect
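Neuro2A cells (4,500/well, DMEM with 0.5% FBS) were treated with compound at a single 50 µM final concentration, stimulated with 6 nM IGF for 20 min at 37 °C, and lysed. Phospho-Akt Ser473 was read by HTRF as 665/615 ratio ×10^4.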
TGFb inhibitor: blocks TGF-b signaling; HepG2 CAGA-GFP TGF-b/SMAD3 reporter, GFP fluorescence, 18 h; TGF-beta stimulated, 500 pg/mL final; Potency, µM (doses to about 46.1 µM), for inactives: at the highest dose activity, negative = inhibition, usual class: inhibitors; 1.2% of 410,000 active; also: potency is read from the fitted curve at half-maximal effect; % is scaled to controls: 0 for no effect and ±100 for the full control effect; nearly all actives have a fitted effect of over 65% in size
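Read-out: total well GFP (ex488/em500-530) summed from mean per-cell fluorescence. Cells: HEPG2 CAGA-GFP, 1% FBS DMEM, 18 h at 37 degrees C with 500 pg/mL final TGF-beta. Unstimulated wells served as the full-inhibition control; stimulated DMSO wells = 0%.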
Abeta yeast res: restores growth of yeast expressing A-beta42 peptide; yeast expressing A-beta42, growth rescue, OD600, 48 h; response scale: 0% DMSO, 100% iron-clioquinol control; Potency, µM (doses to about 46.1 µM), inactives show top-dose growth rescue, usual class: activators; 0.063% of 410,000 active; AID 1347071; also: potency is read from the fitted curve at half-maximal effect; nearly all actives have a fitted effect of over 55% in size
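Growth rescue measured by 600 nm absorbance after 48 h yeast culture at 30 C with compound. Values normalized between DMSO and an equimolar ferric chloride plus clioquinol control.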
An asterisk follows results filed as active; i = inactive; ? = inconclusive; nt = no result given; [ ] = dose if it differs, or a comment. Unless noted, calls follow the shape of the dose curve; as a rule, active = well fitted curve in the direction sought with a large enough effect; inconclusive = small, poorly fitted or top-dose-only effect, or another doubt; inactive = no such curve, though single readings can be large; an effect the other way counts as inactive or inconclusive. Compounds were not picked by outcome. Share with any hit: about 4.3%.

Each structure is followed by: Nrf2 ARE act, Nrf2 inh, CCT modulator, A549 viability, HepG2 tox, Mm-Cpn inhibitor, pAkt inh, TGFb inhibitor, Abeta yeast res
CC(=O)Nc1cccc(/C(C)=N/NC(=O)c2cc(-c3ccncc3)nc3ccccc23)c1
 : 4.0%, -10%, -1.4, 3%, -21%, -1%, i, -9%, -21%
COc1ccc(CC(=O)OCC(=O)NNC(=O)c2ccccc2)cc1
 : -0.8%, 4%, -2.3, 9%, 1%, -3%, i, -5%, 5%
Cc1cc(C)c(NC(=O)C(=O)NCCc2csc(-c3ccc(F)cc3)n2)c(C)c1
 : 0.4%, nt, nt, -17%, -12%, nt, nt, -50%, 18%
CC1CC(C)CN(CCCNC(=O)Cc2c(C(=O)O)n(C)c3ccccc23)C1 (stereo not given)
 : -0.8%, 4%, -0.9, 10%, -11%, -5%, i, 8%, 0%
C/C(=N/NC(=O)CNc1ccc(Cl)cc1C)c1ccc(C)cc1
 : -0.2%, -2%, -1.2, 0%, 4%, 2%, i, -4%, -14%
CCOc1ccc(S(=O)(=O)N2CCN(C(=O)c3cc4ccccc4o3)CC2)cc1
 : -0.6%, -10%, 1.8, -15%, -6%, 0%, i, ?, -15%
O=C(COn1nnc2ccc(S(=O)(=O)N3CCOCC3)cc21)NCc1cccc(Cl)c1
 : 0.4%, nt, 0.5, nt, -27%, nt, i, -15%, 4%
C[C@@H]1CN([C@@H](C)CO)C(=O)CCCn2nncc2CO[C@H]1CN(C)C(=O)Cc1ccccc1
 : -0.5%, nt, -0.9, nt, 1%, nt, i, 5%, -13%
CNC(=O)/C(=C\c1ccc2c(c1)OCO2)NC(=O)c1ccc(Br)cc1
 : -0.4%, 8%, -4.8, 0%, -8%, -7%, i, -14%, 16%
c1ccc2[nH]c(-c3cscn3)nc2c1
 : 1.2%, 5%, 0.4, -1%, -22%, -7%[15.4 µM], i, 0%, -7%
CCOc1ccc2[nH]c(=O)c(CN(Cc3nnnn3Cc3ccccc3)CC3CCCO3)cc2c1 (stereo not given)
 : 0.3%, -10%, 1.9, -15%, 4%, -5%, i, 5%, -26%
CCc1nc2ccc(C(=O)N(CC)CCN(C)C)cn2c1N(C)Cc1nccs1
 : -1.0%, nt, 0.8, nt, -4%, nt, i, -3%, -6%
OCCNC(=S)c1ccccc1
 : -1.1%, 17%, 1.6, 1%, 16%, -2%, i, 25%, 3%
COC(=O)c1sccc1NC(=O)CSc1ccccc1NS(=O)(=O)c1ccc(Cl)cc1
 : 20%, ?, 0.8, -15%, -23%, -5%, i, ?, 4%
O=C(O)CCCNS(=O)(=O)c1cccs1
 : 0.3%, -3%, -3.7, 1%, -82%, -1%, i, 5%, -1%
CC12CNCC(C)(CN(C3(O)C(=O)Nc4ccc(Br)cc43)C1)C2=O (stereo not given)
 : ?, 5%, 0.9, 2%, -2%, -1%, i, -12%, 5%
C=CCn1c2ccccc2c2nnc(SCC(=O)Nc3c(C)n(C)n(-c4ccccc4)c3=O)nc21
 : 3.1%, -4%, -7.4, -4%, -7%, 0%, i, ?, 6%
CSc1ccc(C2C(C(=O)c3ccco3)=C(O)C(=O)N2c2nnc(SC)s2)cc1 (stereo not given)
 : 3.4%, ?, 0.8, 1%, 13%, -15%, i, 22%, -6%
CCOP(=O)(c1ccc(N(C)C)cc1)C(O)c1ccccc1OC (stereo not given)
 : -0.2%, 5%, -4.4, 4%, 3%, 3%, i, 30%, 16%
O=C(Nc1cccc([N+](=O)[O-])c1)c1[nH]ncc1Cl
 : 5µM*, ?, -2.7, 12%, -20%, 2%, i, ?, 0%
COc1ccc(CNC(=O)CCn2c(=O)oc3ccccc32)cc1
 : -0.6%, 5%, -0.3, -3%, 7%, 1%, i, -1%, -6%
Cc1ccc(NC(=O)CC2SC(=Nc3ccc(O)cc3)NC2=O)cc1 (stereo not given)
 : 3.2%, -13%, -0.4, 5%, -17%, 1%, i, -19%, -1%
COc1ccccc1NS(=O)(=O)c1cccc(C(=O)NCC(c2ccco2)N2CCCC2)c1 (stereo not given)
 : 5.7%, ?, -0.9, -11%, -12%, -1%, i, -16%, 1%
O=C(NCc1nnc2c(C(F)(F)F)cc(Cl)cn12)c1ccco1
 : 0.1%, 0%, -0.6, 0%, -3%, 2%, i, -14%, 6%
COc1cc(C(=O)NC2CCN(Cc3ccccc3)CC2)cc(Cl)c1OC(C)C
 : -0.3%, -2%, -2.4, -7%, -50%, 3%, i, -19%, 6%
CCN(CC)CCNS(=O)(=O)c1ccc(C(=O)NN)cc1
 : -0.5%, 7%, -0.5, -2%, 1%, 0%, i, 8%, 2%
COc1cccc(C(=O)Nc2ccccc2OCc2cc(=O)n3ccccc3n2)c1
 : 7.6%, nt, nt, -8%, -24%, nt, nt, -5%, -12%
CCN(C(=O)CCc1nc(-c2ccccc2F)no1)c1cc(OC)ccc1OC
 : -0.1%, ?, 1.1, -2%, -3%, 0%, i, -11%, -15%
CCN1CCc2c(OCC(=O)Nc3ccccc3)cccc2C1=O
 : -0.2%, -4%, -1.5, -4%, 25%, 1%, i, 14%, -10%
Cn1cc(/C=C2\SC(=O)NC2=S)c2ccccc21
 : 9.7%, -20%, -0.2, ?, -18%, 1%, i, -13%, -9%
COc1ccc(CCNC(=O)Cn2c(=O)nc(-c3ccccc3)c3ccccc32)cc1OC
 : 2.9%, nt, nt, -9%, -72%, nt, nt, -13%, -17%
CCOC(=O)CNC(=O)CSc1nc(-c2ccccc2)ns1
 : 10%, 7%, 1.5, -1%, 0%, -4%, i, -16%, 0%
CC(C)NC(=O)CCNS(=O)(=O)c1ccc(Br)cc1
 : 0.0%, -10%, 2.7, -10%, -6%, -1%, i, -6%, -2%
Cc1ccc(NC(=O)COC(=O)CCCC2=NS(=O)(=O)c3ccccc3N2)cc1C
 : -0.4%, 4%, -1.8, ?, -11%, 2%, i, -2%, -4%
CNC(=O)c1ccc2nc(CCc3ccccc3)oc2c1
 : 3.2%, nt, nt, -4%, -17%, nt, nt, -1%, -7%
COCC(C)NC(=S)Nc1ccccc1[N+](=O)[O-] (stereo not given)
 : 4.6%, -38%, 1.5, 2%, 1%, -1%, i, -10%, 3%
CCOC(=O)N1CCN(c2ccc(C(=O)CC)cc2F)CC1
 : 3.4%, ?, -1.6, -7%, 11%, 0%, nt, 29%, -11%
CNC(=O)CSCc1c(F)cccc1Cl
 : -0.4%, -3%, -4.8, -3%, -1%, 4%, i, -3%, 14%
CCOC(=O)N1CCN(C(=O)Nc2ccc3nc(C)sc3c2)CC1
 : 3.1%, 12%, 0.6, -1%, -9%, 0%, i, -6%, -5%
COc1cccc(-c2cnc3c(NC=O)cc(-c4ccc(O)c(OC)c4)cn23)c1
 : -2.6%, nt, -1.2, nt, -33%, nt, i, 27%, -11%
Cc1ccc(S(=O)(=O)Nc2c(O)c3ccccc3oc2=O)cc1C
 : 2.5%, -10%, -2.9, 2%, -9%, 0%, i, 2%, -7%
CCOc1ccccc1C(=O)N[C@H](C(=O)Nc1cc(S(=O)(=O)N(C)C)ccc1OC)C(C)C
 : 0.4%, -13%, -3.7, 4%, -7%, 4%, i, 4%, 8%
COc1cccc(NC(=O)CN(C)C(=O)CCNC(=O)c2ccc(Br)cc2)c1
 : -0.2%, 10%, -2.3, -1%, -17%, 0%, i, -12%, 5%
Cc1csc(NC(=O)CCCC(=O)O)c1-c1nc2ccccc2s1
 : 0.3%, -9%, 0.0, -6%, -7%, 1%, i, 2%, 2%
Cc1ccc(S(=O)(=O)Nc2ccccc2C(=O)N2CCCCCC2)cc1
 : 0.0%, 1%, -0.8, 5%, -4%, 0%, i, -6%, -1%
Cc1cccc(OCc2nnc(SCC(=O)N3CCCC3)o2)c1
 : -0.3%, 7%, -5.9, 9%, -19%, 0%, i, 13%, -6%
CCc1c(O)nc(SCC(=O)Nc2nc3ccccc3s2)n(C2CCCCC2)c1=O
 : 4.3%, ?, -0.1, 1%, -35%, -1%, i, ?, 14%
COc1ccc(NC(=O)COC(=O)c2ccccc2SCC(=O)N2CCCC2)cc1
 : 2.0%, ?, 0.0, -11%, -1%, 1%, i, 2%, 7%
CCN1CCN(Cc2nnc(-c3ccc(C)cc3)o2)CC1
 : 1.8%, 4%, -4.6, 5%, 6%, 0%, i, -1%, -4%
Cc1ccc(CCNC(=O)c2ccc3c(c2)N(Cc2cccc(Cl)c2)C(=O)c2ccccc2S3(=O)=O)cc1
 : -0.1%, nt, nt, 12%, -20%, nt, nt, -9%, -5%
N#CC1(NC(=O)COc2cccnc2[N+](=O)[O-])CCCCC1
 : 2.2%, -2%, -38*, 7%, 1%, 2%, i, -14%, 1%
COC(=O)[C@H]1[C@H]2C[C@@H]3c4[nH]c5cc(OC)ccc5c4CCN3C[C@H]2C[C@@H](OC(=O)c2cc(OC)c(OC)c(OC)c2)[C@@H]1OC
 : 9.5%, ?, 0.4, -7%, -1%, -2%, i, -6%, 0%
CC(C)CCN(Cc1ccco1)S(=O)(=O)c1ccc(-c2ccc(=O)[nH]n2)s1
 : 4.1%, -29%, 1.6, 2%, -20%, -3%, i, -7%, 5%
O=C(NC(=O)c1ccccc1O)c1ccc2c(c1)CCO2
 : -0.9%, ?, -7.6, -2%, -33%, 0%, i, -8%, -16%
